High-throughput results deposited in PubChem by several laboratories.
ERa coact pot = enhancers of ERα–SRC-1 coactivator binding, primary screen, biochemical, TR-FRET, ERα LBD, low estradiol; Estrogen receptor (Homo sapiens), P03372; coactivator binding (% of control), % at 25.6 µM; 86,000 compounds, 1.3% hits; TR-FRET ERalpha-LBD/SRC-Cy5 coactivator binding, 2 h; 100 = basal binding, no effect; in the data active = activity above about 200%;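 note: binding measured in presence of low estradiol as agonist stimulus; 0% = peptide alone without receptor and 100% = receptor with peptide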
Smad3 inh = Smad3/FoxH1 peptide binding inhibitors, primary screen, biochemical, TR-FRET; Mothers against decapentaplegic homolog 3 (Homo sapiens), P84022; TR-FRET Smad3/Dy647-FoxH1 peptide binding, europium anti-His; inhibition, % at 25 µM; 88,000 compounds, 0.29% hits;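 active = compounds that reduce the energy-transfer binding signal between the protein and its labelled peptide by more than half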;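 note: 0% = Smad3 plus labelled peptide maximal FRET and 100% = peptide-only background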
Target sequence (P84022 whole entry, looked up): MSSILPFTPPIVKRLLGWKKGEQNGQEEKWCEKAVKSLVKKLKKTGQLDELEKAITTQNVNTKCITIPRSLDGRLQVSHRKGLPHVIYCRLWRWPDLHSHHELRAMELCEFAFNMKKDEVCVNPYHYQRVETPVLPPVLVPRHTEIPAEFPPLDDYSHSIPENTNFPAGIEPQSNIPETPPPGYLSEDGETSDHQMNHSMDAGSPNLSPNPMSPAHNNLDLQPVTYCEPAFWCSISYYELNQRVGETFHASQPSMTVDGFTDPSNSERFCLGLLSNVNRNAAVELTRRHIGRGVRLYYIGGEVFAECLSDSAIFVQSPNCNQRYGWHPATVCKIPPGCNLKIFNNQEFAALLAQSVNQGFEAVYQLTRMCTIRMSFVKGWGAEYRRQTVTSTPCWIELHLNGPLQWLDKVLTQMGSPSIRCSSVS
ERb coact inh = inhibitors of ERβ-SRC1 coactivator interaction, primary screen, biochemical, TR-FRET, ERβ LBD, SRC-1 peptide; TR-FRET ER-beta LBD / SRC1-Cy5 peptide binding; receptor agonist-loaded with 1 µM estradiol; inhibition, % at 25.6 µM; 86,000 compounds, 1.3% hits; AID 633, 2007;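 active = compounds whose percent inhibition of the receptor-coactivator binding signal exceeds about 50% in the single-dose screen, limit read from the data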;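 note: 0% = receptor plus peptide wells without compound and 100% = peptide-only wells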
Target sequence (Q92731 whole entry, looked up, the tested form may be a part): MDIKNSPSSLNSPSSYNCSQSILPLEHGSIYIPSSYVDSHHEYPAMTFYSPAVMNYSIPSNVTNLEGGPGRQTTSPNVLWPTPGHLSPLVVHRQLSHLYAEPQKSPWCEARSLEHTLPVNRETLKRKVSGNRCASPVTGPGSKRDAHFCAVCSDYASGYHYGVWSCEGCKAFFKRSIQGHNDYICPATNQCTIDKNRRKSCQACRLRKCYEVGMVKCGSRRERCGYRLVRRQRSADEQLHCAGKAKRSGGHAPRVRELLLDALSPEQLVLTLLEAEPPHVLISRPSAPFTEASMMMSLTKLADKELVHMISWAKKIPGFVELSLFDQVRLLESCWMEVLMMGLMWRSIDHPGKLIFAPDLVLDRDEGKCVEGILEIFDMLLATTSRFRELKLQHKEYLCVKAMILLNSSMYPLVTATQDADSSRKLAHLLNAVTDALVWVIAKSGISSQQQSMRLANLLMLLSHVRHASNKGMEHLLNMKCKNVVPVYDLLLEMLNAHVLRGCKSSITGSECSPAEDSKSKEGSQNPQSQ
sEH act = soluble epoxide hydrolase activators, primary screen, biochemical, human sEH | purified human sEH enzymatic activity, activator screen | activation, % at 2 µM | 91,000 compounds, 0.04% hits; in the data active = activation above about 37%; note: values of inactives mirror those of a sister screen read the other way
ERa coact inh = ERα–SRC-1 coactivator interaction inhibitors, primary screen, biochemical, TR-FRET, ERα LBD, estradiol-bound; Estrogen receptor (Homo sapiens), P03372; TR-FRET ER-alpha LBD / SRC-1 peptide; inhibition, % at 25.6 µM; 86,000 compounds, 1.7% hits; AID 629, 2007; in the data active = inhibition above about 50%;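 note: 0% = receptor plus peptide control and 100% = peptide only without receptor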
H69AR inhibit = proliferation blockers of H69AR lung cancer cells, primary screen, cell-based, human, 86K library; 85,000 compounds, 6% hits; viability, % at 10 µM; H69AR lung tumor viability, ATP luminescence, 72 h; active compounds read low;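 active = viability at or below 40%; inactive = viability above 40%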;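 note: multidrug resistant small cell line overexpressing MRP-1 efflux transporter; 100% = mean luminescence of untreated control wells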
Calb biofilm kill = clotrimazole potentiators killing Candida biofilms, primary screen, with clotrimazole, Alamar Blue. C. albicans biofilm + clotrimazole. inhibition, % at 6 µM. 85,000 compounds, 0.14% hits. AID 834, 2007;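 active = inhibition above 20%; inactive = inhibition below 20%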;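 note: preformed 24 hr biofilms exposed to compound for 48 hr; 0% = biofilm without compound and 100% = blank killed by clotrimazole plus chlorhexidine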
HUVEC prolif 384 = inhibitors of HUVEC proliferation, primary screen, cell-based, 384-well; CellTiter-Glo luminescence, 72 h; active compounds read low; viability, % at 10 µM (by protocol); 86,000 compounds, 1.1% hits; AID 648, 2007;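 active = viability at or below 30%; inactive = viability above 30%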;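 note: 100% = median luminescence of DMSO-only cell control wells on each plate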
Lung fibro prol = antiproliferative effect on LL 47 fibroblasts – human, LL 47 cells, CellTiter-Glo luminescence, primary screen; viability, % at 10 µM; LL 47 human lung fibroblast viability, ATP luminescence; active compounds read low; AID 719, 2007; 85,000 compounds, 1.1% hits;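 active = viability at or below 50% in the single dose screen; inactive = viability above 50%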;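 note: compound exposure lasted 72 h before the ATP readout; 100% = median luminescence of untreated cell-only wells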
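Material: Human LL 47 lung fibroblast cells | Input: 1,150 cells/well | Buffer or medium: IMEM plus 15% FBS | Compound dosing: 0.1% DMSO in all compound wells | Times: Overnight cell rest, 72 h compound treatment at 37 °C | Signal: CellTiter-Glo luminescence measuring cellular ATP | Measure: % viability versus median cells-only luminescence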
An asterisk follows results filed as active; nt = not tested or not shown; [ ] = remark or other dose. This is a subset; count on the stated rates, not on these rows.

no.	SMILES	ERa coact pot	Smad3 inh	ERb coact inh	sEH act	ERa coact inh
1	CN1C(=O)C(Cc2cccc3ccccc23)C(=O)N(C)C1=O	102	4	-9	-3	3
2	CN1CCN(c2ccc(C=O)cc2)CC1	97	-6	5	2	2
3	CN1C(=O)N(C)C(=O)C2(Cc3ccccc3N3CCOCC32)C1=O (stereo unspecified)	107	9[fluorescence artefact?]	2	3	-8
4	Cn1c(=O)cc(OCC(=O)N2CCN(Cc3ccc4c(c3)OCO4)CC2)c2ccccc21	105	6	-12	8	1[fluorescence artefact?]
5	CCOP(=O)(OCC)C(NC(C)=O)C(Cl)(Cl)Cl (stereo unspecified)	113	-3	-16	-4	-12
6	CC1(C)CC(n2[nH]c(=O)c3c2NC(=O)CSC3c2ccc(F)cc2)CCO1 (stereo unspecified)	124	1	-7	nt	-2
7	O=c1c2ccccc2nc(N2CCCC2)n1-c1ccccc1	110	-11	-1	3	-11
8	O=c1c2ccccc2nc(-c2ccoc2)n1-c1ccccc1	98	-2	-3	-2	-4
9	CC(C)OC(=O)c1c(N)n(CC2CCCO2)c2nc3ccccc3nc12 (stereo unspecified)	118	9	0	-7	0
10	O=C(c1cc2ccccc2oc1=O)N1CCC2(CC1)OCCO2	110	1	-3	-3	-11
11	CC(C)OCCCNC(=O)c1c(N)n(Cc2cccs2)c2nc3ccccc3nc12	83	-10	7[fluorescence artefact?]	nt	6
12	C=CCn1c(O)c(C=NCCN2CCNCC2)c(=O)[nH]c1=O	113	7	0	12	-8
13	CCOP(=O)(CN(CC)CCNP(=O)(OCC)OCC)OCC	111	4	-12	nt	-5
14	O=C(c1cc(-c2ccccc2)nc2ccccc12)N1CCC2(CC1)OCCO2	101	-3	17	-6	9
15	CCCCOC(=O)COc1cc(C)cc2oc(=O)c3c(c12)CCC3	137[fluorescence artefact?]	-1[fluorescence artefact?]	21[fluorescence artefact?]	nt	12[fluorescence artefact?]

no.	H69AR inhibit	Calb biofilm kill	HUVEC prolif 384	Lung fibro prol
1	100	0	92	102
2	97	-2	101	98
3	96	3	96	95
4	89	11	91	102
5	104	0	98	100
6	106	8	103	100
7	81	12	104	90
8	93	8	115	108
9	34*	4	87	nt
10	99	5	93	97
11	98	2	35	81
12	99	6	98	104
13	87	6	97	100
14	82	6	96	102
15	76	10	83	97

From no. 1 to 2, copied from above:
no.	SMILES	ERa coact pot	Smad3 inh	ERb coact inh	sEH act	ERa coact inh
1	CN1C(=O)C(Cc2cccc3ccccc23)C(=O)N(C)C1=O	102	4	-9	-3	3
2	CN1CCN(c2ccc(C=O)cc2)CC1	97	-6	5	2	2

no.	H69AR inhibit	Calb biofilm kill	HUVEC prolif 384	Lung fibro prol
1	100	0	92	102
2	97	-2	101	98

Next entries:
no.	SMILES	ERa coact pot	Smad3 inh	ERb coact inh	sEH act	ERa coact inh
16	CN1CCN(C(=O)COc2ccc(S(=O)(=O)N(C)Cc3ccccc3)cc2)CC1	66[fluorescence artefact?]	-22	8	-7	10[fluorescence artefact?]
17	CCCCn1c(O)c(C(CC)=Nc2ccc(C(=O)O)cc2)c(=O)[nH]c1=O	108	5	-10	-4	-12
18	CC(=O)N1CN2CN(C(C)=O)CC(C(=O)c3ccccc3)(C2)C1	104	-14	1	13	5
19	Cc1ccc2c(c1)CC1(CN2C)C(=O)NC(=O)N(CCc2ccccc2)C1=O (stereo unspecified)	104	-9	-14	0	0
20	COCCOC(=O)c1c(C)oc2ccc(OC(=O)N(C)C)cc12	115	9	-11	6	-10
21	Cc1sc2c(c1C)C(c1cccs1)=NCC(=O)N2CC(=O)NCc1cccs1	111	10	3	-12	-13
22	O=c1[nH]c(=O)n(-c2ccccc2Cl)c(O)c1C=NCCN1CCCCC1	111[fluorescence artefact?]	-13	-9[fluorescence artefact?]	-6	-6
23	CCOC(=O)C1CCCCC12C(C#N)=C(N)Oc1n[nH]c(C)c12 (stereo unspecified)	113	8	-2	7	-6
24	CN1CCc2nc3sc(C(=O)NC(C)(C)C)c(N)c3cc2C1	107[fluorescence artefact?]	3	-12	0	-6
25	CCn1c(O)c(C=NCCc2c[nH]c3ccccc23)c(=O)[nH]c1=O	115	16	-3	-15	-2
26	CC1=[N+]([O-])C2(N)CCc3nonc3C2(O)C1 (stereo unspecified)	97	4	4[fluorescence artefact?]	nt	3
27	CCCCCCOc1ccc(CN2CCN(CCO)CC2)cc1	105	5	-3	2	-4
28	CCC(C)OC(=O)c1c(N)n(Cc2cccs2)c2nc3ccccc3nc12 (stereo unspecified)	100	-13	-5	-20	-1
29	CC12CN3CC(C)(CN(C1)C3c1ccncc1)C2=O (stereo unspecified)	116	-3	93*[fluorescence artefact?]	-6	-5
30	CN(C)c1nc(OCCNC(=O)COc2ccc(Cl)cc2Cl)nc(N2CCCCC2)n1	126	-2	-1	10	13

no.	H69AR inhibit	Calb biofilm kill	HUVEC prolif 384	Lung fibro prol
16	87	0	99	105
17	98	-1	106	100
18	104	nt	101	104
19	85	6	79	99
20	79	6	95	98
21	60	5	103	99
22	112	-2	92	100
23	96	9	111	99
24	93	4	88	100
25	67	11	91	100
26	93	8	99	101
27	82	2	98	90
28	53	1	71	80
29	103	6	110	104
30	55	7	68	91

(continued)
no.	SMILES	ERa coact pot	Smad3 inh	ERb coact inh	sEH act	ERa coact inh
31	CC1(C)CC(n2[nH]c(=O)c3c2NC(=O)CSC3c2ccccc2)CCO1 (stereo unspecified)	115	13	-7	4	-9
32	Cc1ccc(S(=O)(=O)N2CCCC(C(=O)N3CCC4(CC3)OCCO4)C2)cc1 (stereo unspecified)	104	4	-11	-3	-11
33	CN1CCC2(CC1)NC(=O)C1=C(CN(C)CC1)N2	108	6[fluorescence artefact?]	-5	-4	10[fluorescence artefact?]
34	Fc1ccc2c(c1)nnn2C1CCN(Cc2nnnn2CCc2ccccc2)CC1	80	5	28[fluorescence artefact?]	12	36[fluorescence artefact?]
35	COc1ccc2c(c1OC)C(=O)OC2c1c(O)n(C2CCCCC2)c(=O)[nH]c1=O (stereo unspecified)	116	-12	-10	0	-3
36	N#Cc1ccccc1Cn1cc(C(=O)c2ccco2)c2ccccc21	117	11	2	6	0
37	c1ccc(CCN2CCC(N3CCN(c4ccccc4)CC3)CC2)cc1	113	-4	-10[fluorescence artefact?]	nt	-5
38	CCOc1ccc(-n2c(CC)nc3ccccc3c2=O)cc1	112	1	13[fluorescence artefact?]	nt	2
39	Cc1cc(OCC(=O)Nc2c(C)n(C)n(-c3ccccc3)c2=O)c2c3c(c(=O)oc2c1)CCC3	114	5	19[fluorescence artefact?]	nt	7
40	CCN1CCN(Cc2cc(C(C)(C)C)c(O)c(C(C)(C)C)c2)CC1	90	10	10	9	-6
41	CCN(CC)c1ccc(N=Cc2c(O)n(Cc3ccccc3)c(=O)[nH]c2=O)cc1	109[fluorescence artefact?]	10	20	-2	-1
42	CCCCn1c(NC(=O)c2ccco2)c(C(=O)OCC)c2nc3ccccc3nc21	85	42	4	8	4
43	CC(=O)c1cccc(OCC(O)CN2CC=C(c3ccccc3)CC2)c1 (stereo unspecified)	106	11	-9	-6	-3
44	CC(C)=CCSc1nnc([C@@H](N)Cc2c[nH]c3ccccc23)o1	103	2	0	2	-6
45	O=c1cccc2n1CC1CC2CN(S(=O)(=O)c2ccccc2)C1 (stereo unspecified)	104	0	-5	6	-35

no.	H69AR inhibit	Calb biofilm kill	HUVEC prolif 384	Lung fibro prol
31	86	-4	95	96
32	74	-3	93	100
33	96	8	104	98
34	88	1	90	99
35	100	2	98	102
36	74	2	90	92
37	82	-1	101	nt
38	100	-2	101	106
39	87	10	100	108
40	94	5	94	93
41	17*	2	70	74
42	69	8	82	98
43	91	6	104	94
44	83	8	88	105
45	92	2	110	101

Record cards, from the list above.
CCCCn1c(NC(=O)c2ccco2)c(C(=O)OCC)c2nc3ccccc3nc21 is listed with ERa coact pot: 85; Smad3 inh: 42; ERb coact inh: 4; sEH act: 8; ERa coact inh: 4; H69AR inhibit: 69; Calb biofilm kill: 8; HUVEC prolif 384: 82; Lung fibro prol: 98
O=c1cccc2n1CC1CC2CN(S(=O)(=O)c2ccccc2)C1 (stereo unspecified) is listed with ERa coact pot: 104; Smad3 inh: 0; ERb coact inh: -5; sEH act: 6; ERa coact inh: -35; H69AR inhibit: 92; Calb biofilm kill: 2; HUVEC prolif 384: 110; Lung fibro prol: 101
Fc1ccc2c(c1)nnn2C1CCN(Cc2nnnn2CCc2ccccc2)CC1 is listed with ERa coact pot: 80; Smad3 inh: 5; ERb coact inh: 28[fluorescence artefact?]; sEH act: 12; ERa coact inh: 36[fluorescence artefact?]; H69AR inhibit: 88; Calb biofilm kill: 1; HUVEC prolif 384: 90; Lung fibro prol: 99

Next structures.
no.	SMILES	ERa coact pot	Smad3 inh	ERb coact inh	sEH act	ERa coact inh
46	CCN1CCC(O)(c2ccccc2)C(C(=O)c2ccccc2)C1 (stereo unspecified)	109	3	-10	2	4
47	C=C1N2CCC(CC2)C1(O)c1ccccc1C (stereo unspecified)	113	1	-1[fluorescence artefact?]	nt	0[fluorescence artefact?]
48	COC(=O)C(O)(c1ccc(NC(=O)c2ccco2)c(OC)c1)C(F)(F)F (stereo unspecified)	105	-8	-4[fluorescence artefact?]	15	10
49	NC1CCCCC1N=Cc1c(O)n(Cc2ccc(F)cc2)c(=O)[nH]c1=O (stereo unspecified)	106	7	-6	-3	-7
50	CC1=C(C(=O)Nc2ccccc2)SCCO1	99	-7[fluorescence artefact?]	-13[fluorescence artefact?]	-12	-9[fluorescence artefact?]
51	O=c1[nH]c(=O)n(Cc2ccccc2)c(O)c1C=Nc1ccc(CN2CCOCC2)cc1	101[fluorescence artefact?]	-4	-1[fluorescence artefact?]	-4	8
52	CN1CC[C@@]23CCCC[C@@H]2[C@@H]1Cc1ccc(O)cc13	99	6	23	nt	-1
53	Cc1nc2ccccc2c(=O)n1-c1cccc(O)c1	96	14	-4	-10	-13
54	COC(=O)c1ccc(N2C(=O)CC(N3CCC(n4c(=O)[nH]c5ccccc54)CC3)C2=O)cc1 (stereo unspecified)	84	1	2	3	-3

no.	H69AR inhibit	Calb biofilm kill	HUVEC prolif 384	Lung fibro prol
46	70	3	102	106
47	86	-3	92	105
48	125	-2	102	106
49	86	7	99	103
50	98	-4	94	94
51	80	6	91	103
52	77	11	93	94
53	94	-4	97	103
54	95	3	89	97
